# Source: PubChem (Broad Institute)
# Wnt act: Wnt/beta-catenin pathway activators, primary screen, cell-based, plate reader, single point; Wnt/beta-catenin reporter cell assay, activator; activation, % at 9.35 µM; 1.2% of 300,000 active; in the data active = activation above about 30%, passing the limit was not always enough;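 also: 0% = neutral control wells and 100% = positive control wells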
# Starred values were filed as active, the others as inactive.
SMILES,Wnt act
CC1=C(C(=O)N(C(C)C)C(C)C)CC(CC(=O)NCCCN(C)C)C(=O)N1CCC1=CCCCC1 (centres undefined),-1
CCc1nc2ccc(C(=O)Nc3ccc(OC)c(OC)c3)cn2c1N(C)Cc1cccs1,-3
O=C(NCCN1CCC(n2c(=O)[nH]c3ccccc32)CC1)N1c2ccccc2Sc2ccccc21,-2
CCCNC(=O)C1(C)CCN1C(=O)C1(c2ccccc2)CC1 (centres undefined),-1
CCCCNC(=O)C1(C)CCN1C(=O)c1c(F)ccc(C)c1F (centres undefined),-1
CC(C)CC(N)c1csc(NC(=O)NCCc2ccccc2)n1 (centres undefined),-1
COC(=O)c1ccc2nc(-c3cccc(Cl)c3)c(Cc3ccsc3)n2c1,15
O=C(Nc1nc2ccc(F)cc2s1)c1ccc([N+](=O)[O-])o1,71*
CSCCC(NC(=O)COc1ccccc1)C(=O)NCC(C)(C)N1CCOCC1 (centres undefined),2
COC(=O)[C@H]1C[C@H](OC(=O)NC2CCCC2)[C@@]2(O)CN(S(=O)(=O)c3ccc(C)cc3)CC2[C@H]1C(=O)OC (some centres undefined),-2
COC(=O)[C@@]1(Cc2ccc(F)cc2)[C@H]2c3cc(C(=O)N4CCCC4)n(Cc4ccc(C)o4)c3C[C@H]2CN1C(=O)c1ccccc1,-3
Clc1cc(Cl)cc(CN2CCN(c3ncc(Cc4ccccc4)cn3)CC2)c1,-2
CN1C(=O)c2c(C(=O)Nc3ccc(Oc4ccncc4)cc3)[nH]c(-c3ccccc3)c2C1=O,-3
Cc1ccccc1C(=O)NCCCNC(=O)c1ccccc1C,-1
CCCCN(C=O)c1c(CC)nc2ccc(C(=O)N3CCN(C)CC3)cn12,-1
Nc1ccc2c(Cl)cc(Cl)cc2c1,1
CCc1nc2c(OCc3cc(Cl)cc(Cl)c3)cccn2c1N(C)C(=O)c1ccc(OC)cc1,-1
CN(C)C(CNC(=O)c1cc(Br)c(Br)s1)c1ccco1 (centres undefined),-4
CCN(CC)S(=O)(=O)c1ccc(C(=O)NC(=S)N2CCN(c3ccccc3O)CC2)cc1,1
C#CCOCC1CNC(=S)O1 (centres undefined),0
Cn1c(=O)c2cc(NC(=S)NCc3ccccc3F)ccc2n1Cc1ccc(F)cc1,-3
CSc1nc2sc3c(c2c(=O)n1CC(C)C)CC(C)(C)OC3,-2
CC(=O)Nc1ccc(CN2C(=O)C(C)(C)ON=C2c2ccc(NC(C)=O)cc2)cc1,-3
C=CCC[C@H](CCCCC)OC(=O)/C=C/[C@@H](O)[C@H](O)C[C@H](O)CC=C,1
O=C(N[C@@H](Cc1cccnc1)C(=O)N1CCC[C@H]1C(=O)NCc1ccccc1)c1ccccc1,19

# (next part)
SMILES,Wnt act
CC(C)(C)n1nnnc1C(c1ccccc1)N1CCN(C/C=C/c2ccccc2)CC1 (centres undefined),-2
Cc1cc(C(=O)N2CCC2(C)C(=O)NCCC#N)nn1C (centres undefined),-3
COc1cccc(-c2ccc(C3=CC(=O)CC(C)(C)C3=O)cc2)c1OC,0
CCCCCCCCN1C(=O)[C@@H](CC(=O)NCc2cccc(C(F)(F)F)c2)C[C@@]2(C(=O)OC)C1=C[C@H](C(C)(C)C)O[C@@H]2C,-8
N#Cc1ccc2nc(-c3ccc(CN4CCC(n5cc(-c6ccccc6)[nH]c5=O)CC4)cc3)c(-c3ccccc3)nc2c1,-4
COC(=O)C1=C(C)N(C)C(=NCc2ccccc2C(F)(F)F)NC1c1ccc(F)cc1 (centres undefined),-4
COc1ccc(C(=O)COC(=O)CCn2c(C)csc2=O)c(OC)c1,-1
Cc1ccc(CC2(C)C(=O)Nc3c(Cl)ccc(Cl)c32)cc1 (centres undefined),-9
COc1ccc(/C=C(\NC(=O)c2ccc(Cl)cc2)C(=O)NCc2cccnc2)cc1OC,0
COC(=O)[C@@]12C[C@@H](CC(=O)NCc3ccc(OC)c(OC)c3)C(=O)N(Cc3ccc4c(c3)OCO4)C1=CCC(C)(C)C2,-1
CSc1ccc(CNC(=O)C2CCC(=O)N(CC3CCCCC3)C2)cc1 (centres undefined),-1
COC(=O)c1cc2c(c3c4cc(OC)ccc4n(S(=O)(=O)c4ccccc4)c13)C(=O)N(C)C2,-1
CCOC(=O)c1ccc(NC(=O)c2nc[nH]c2C(=O)NC[C@@H](C)O)cc1,-2
Nc1nc2c(ncn2[C@@H]2O[C@H](C(=O)NC3CCCCC3)[C@@H](O)[C@H]2O)c(=O)[nH]1,-2
CCCCc1ccc(NC(=O)COC(=O)c2ccc3ncsc3c2)cc1,-1
O=C(NC1CCCCC1)C(c1ccncc1)n1c(=O)c(-c2cc3ccccc3[nH]2)nc2ccccc21 (centres undefined),11
O=C(c1ccc2c(c1)CCC2)N1CCN(Cc2c(F)cccc2Cl)CC1,0
COc1ccc(NC(=O)COC(=O)C2COc3ccccc3O2)cc1OC (centres undefined),1
COc1ccccc1C(NC(=O)C1CCN(CCOc2ccc3ccccc3c2)CC1)c1ccccn1 (centres undefined),-2
CNc1cncc(-c2ccccc2NC(C)=O)n1,-3
CCC/C=C/c1ccc(CN2C(C(C)C)C(=O)N(Cc3cn(CCC4OCCO4)nn3)CCS2(=O)=O)cc1 (centres undefined),-1
COC(=O)C1=C(C)N(Cc2ccccc2C(F)(F)F)C(=NCc2ccccc2C(F)(F)F)NC1c1ccc(C(F)(F)F)cc1 (centres undefined),-10
CCCCCCC12C(=Cc3cc4c(cc31)OCCO4)c1cc(OC)c(OC)cc1C(CC(=O)NC1CCCCC1)N2C(=O)OC (centres undefined),-17
COc1ccc(-c2nc3c4ccccc4ccn3c2Cc2cccc(Cl)c2)cc1OC,0
CN1CCN(c2ncnc3c2ncn3[C@H]2CN(Cc3ccncc3)C[C@@H](CO)O2)CC1,-2

# More records
SMILES,Wnt act
CCCCC1Cc2[nH]c(=S)[nH]c(=O)c2C(c2cccc3ccccc23)O1 (centres undefined),-3
COc1ccc(NC(=O)c2cc(-c3ccc(F)cc3OC(C)C)n[nH]2)cn1,-3
COC(=O)C1=CN(c2ccc3c(c2)OCO3)C(N)=C(C#N)C1c1cccc(F)c1 (centres undefined),-13
Cc1ccc(-c2nn(CCC(=O)Nc3cccnc3)c(=O)c3ccccc23)cc1,11
O=C(NCC1CC1)c1cc2c(c(-c3cccc(-c4ccccc4F)c3)n1)[C@@H](CCO)N(C(=O)CC1CC1)C2,1
CO[C@@H]1CN(C)C(=O)c2cc(NC(=O)C3CC3)ccc2OC[C@H](C)N(C(=O)CN2CCOCC2)C[C@@H]1C,-2
CC(=O)Nc1ccc(CN(C)c2c(C)nc3ccc(C(=O)N(C)Cc4ccccc4)cn23)cc1,-1
COc1cccc(CNC(=O)[C@H]2CCCN2C(=O)[C@H]2CCCN2C(=O)c2cc(F)cc(F)c2)c1,-2
CCNC(=O)C1(C)CCN(C(=O)c2cccc(OC(C)=O)c2C)C1 (centres undefined),-3
CCC/C=C/c1ccc(CN2C(C)C(=O)N(Cc3cn(Cc4ccco4)nn3)CCS2(=O)=O)cc1 (centres undefined),-3
CCCNC(=O)C1(C)CCCN(Cc2csc(-c3ccccc3)n2)C1 (centres undefined),-1
Cc1cccc(C)c1NC(=O)C1(C)CSCC(=O)N1Cc1cccc(F)c1 (centres undefined),-1
COc1cc(C2=Nc3ccc(Br)cc3C(c3ccccc3)N2CC(=O)NN)cc(OC)c1OC (centres undefined),0
Cc1ccc(S(=O)(=O)N2C[C@H]3[C@H]4C(=O)N(c5ccccc5)C(=O)[C@H]4C[C@H](OC(=O)NC4CCCC4)[C@@]3(O)C2)cc1,-1
O=C1c2ccccc2C(c2nc3ccccc3[nH]2)N1c1ccccn1 (centres undefined),-1
CC(=O)c1ccc(Nc2nc(C(N)Cc3ccc(N)cc3)cs2)cc1 (centres undefined),-2
O=C(Nc1c(-c2ccccc2)[nH][nH]c1=O)c1cccc(C(F)(F)F)c1,-2
O=C(O)CN1C(=O)C=CC1=O,0
COc1cc(N2C[C@@]3(O)CC[C@@H](O)[C@@H](OC)[C@@H]3[C@@](C)(O)[C@@H]2CC=C(C)C)cc(OC)c1OC,-1
COc1ccc(CC(=O)Nc2cc(S(=O)(=O)N3CCOCC3)ccc2N2CCCC2)cc1,-6
COc1ccc(N2CCN(CCCn3cnc4c(OC)ncnc43)CC2)cc1,-1
O=S(=O)(c1cccc2ccccc12)n1nnc2ccccc21,-2
CC1(NC(=S)Nc2ccccc2)CCS(=O)(=O)C1 (centres undefined),1
O=C(COC(=O)c1c[nH]c2ccccc12)NCc1ccccc1,0
CCOc1ccc(/C(O)=C2/C(=O)C(=O)N(c3ncccn3)C2c2ccc(Cl)cc2)cc1 (centres undefined),21

# (listing goes on)
SMILES,Wnt act
COc1cc(C(=O)NCC(c2cccs2)N2CCOCC2)ccc1OCc1ccccc1 (centres undefined),0
CCCCC[C@@H](C)N1C[C@@H](COCc2ccccc2)Oc2cc(N3CC[C@H](N(C)C)C3)ccc2S1(=O)=O,-3
Nc1nnc(CC(=O)N/N=C/c2ccc(-c3ccc(F)cc3)o2)s1,4
CN(c1ccccc1)S(=O)(=O)c1ccc(C(=O)Nc2cccc(S(=O)(=O)N3CCOCC3)c2)cc1,-1
CC(C)NC(=O)N(C)C[C@H]1Oc2cc(C#Cc3ccc(F)cc3)ccc2S(=O)(=O)N([C@H](C)CO)C[C@H]1C,0
COc1ccc(NS(=O)(=O)c2cc(N=Nc3c(O)[nH]c(=O)[nH]c3=O)ccc2OC)cc1Br,-3
COc1ccccc1C=NN1CCCCCC1,-2
CCCn1c(C)cc(C(=O)COC(=O)c2cc(=O)[nH]c3ccccc23)c1C,-1
COc1cccc(CNS(=O)(=O)c2ccccc2Br)c1,1
CCCCC(=O)N1C(C)CCC1C (centres undefined),0
COC(=O)[C@]12CCCCC=C1N(CCc1ccc(OC)c(OC)c1)C(=O)[C@H](CC(=O)NCc1ccc(C)o1)C2,-1
COc1ccc(NC(C)=O)cc1NC(=O)c1c(C)noc1C,-1
CCCCc1ccc(N/C(N)=N/c2nc(C)cc(C)n2)cc1,0
CC1(CSc2ccccc2)CC(=O)N1 (centres undefined),0
O=C1C=C(OCCF)CC(c2cccc(Cl)c2)O1 (centres undefined),-1
CCCCCCN1C[C@H](O)[C@@H](n2cc(C3CC3)nn2)C[C@@H]1c1ccc(C)cc1,0
Nc1nc2c(ncn2[C@@H]2O[C@H](C(=O)NCCCN3CCCC3=O)[C@@H](O)[C@H]2O)c(=O)[nH]1,-1
COC(=O)C1=CN(c2ccc(N3CCOCC3)cc2)C(N)=C(C#N)C1c1ccccc1 (centres undefined),0
Cc1cccn2c(=O)c(/C=C(\C#N)S(=O)(=O)c3ccccc3)c(N3CCCCC3)nc12,0
Nc1[nH]c(C(=O)c2ccccc2)c(-c2ccc(Cl)cc2Cl)c1C(=O)c1ccc(Br)cc1,-12
O=C(O)c1ccccc1-c1ccccc1C(=O)Nc1ccc2oc(=O)c3ccccc3c2c1,-1
CC1=C(C(=O)N2CCOCC2)CC(CC(=O)NCCc2ccccn2)C(=O)N1CCC1=CCCCC1 (centres undefined),-1
O=C(Cc1ccccc1)NS(=O)(=O)c1ccccc1,0
CC1=CC(C)C(=O)N(C)C(C)=C1 (centres undefined),-4
CCOc1ccc(CCN2C(=S)N([C@@H](CC(C)C)CN3CCCC3CN3C(=S)NC[C@@H]3Cc3ccccc3)C[C@@H]2CC(C)C)cc1 (some centres undefined),-8

# Some of the entries so far, as tab-separated lines:
SMILES	Wnt act
C#CCOCC1CNC(=S)O1 (centres undefined)	0
Cn1c(=O)c2cc(NC(=S)NCc3ccccc3F)ccc2n1Cc1ccc(F)cc1	-3

# Random excerpt: six entries already listed.
SMILES,Wnt act
COc1ccccc1C=NN1CCCCCC1,-2
CCCCC(=O)N1C(C)CCC1C (centres undefined),0
Nc1nnc(CC(=O)N/N=C/c2ccc(-c3ccc(F)cc3)o2)s1,4
CCCCc1ccc(N/C(N)=N/c2nc(C)cc(C)n2)cc1,0
COc1ccc(NS(=O)(=O)c2cc(N=Nc3c(O)[nH]c(=O)[nH]c3=O)ccc2OC)cc1Br,-3
Cc1cccn2c(=O)c(/C=C(\C#N)S(=O)(=O)c3ccccc3)c(N3CCCCC3)nc12,0

# Additional records.
SMILES,Wnt act
COC(=O)CC#C[C@H](C)[C@@H](NS(C)(=O)=O)C1CCCCC1,0
CN(Cc1ccccc1F)c1cc2c(c3c1ccn3C)C1CCC2C1 (centres undefined),0
COc1ccc(-c2ccc(C(=O)NCCc3ccccc3)c3occc23)c(C)c1,1
CC(C)(C)OC(=O)N1CCCN(C(=O)Nc2cccc(Cl)c2)CC1,0
NC(Cc1ccc(C(F)(F)F)cc1)c1csc(Nc2ccc(C(=O)NCCCO)cn2)n1 (centres undefined),1
Cc1ccc([C@@H]2CC(=O)[C@@H]3CN(S(=O)(=O)c4ccc(C)cc4)[C@H](c4ccccc4F)C[C@@H]3N2S(=O)(=O)c2ccc(C)cc2)cc1,-2

# Only part of the results is shown. The share of hits here may be higher or lower than overall.
